# From PubChem
# T cruzi growth = inhibitors of T. cruzi proliferation. T. cruzi beta-gal in NIH3T3, GalScreen luminescence, 90 h. inhibition, % at 8.34 µM. 77,000 tested, 5.9% active;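 active = mean inhibition above about 93%, with at least 55% of replicates each passing it, limit read from the data, passing the limit was not always enough; inconclusive = only one of those two conditions holds; inactive = neither condition holds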
# Pf Dd2 growth = inhibitors of Plasmodium falciparum Dd2 growth. P. falciparum Dd2 growth, SYBR Green, 72 h; stronger effect = lower value. 94,000 tested, 2.3% active. activity change, % at 10 µM; in the data active = activity change below about -80%; inconclusive = no clear call, values can overlap the other calls
# C diff HTS = C. difficile growth inhibition; 86,000 tested, 0.25% active; AID 1259249; Clostridium difficile clinical isolate growth, OD600, 24 h; stronger effect = lower value; growth activity, negative = inhibition, % at 16 µg/mL (by protocol);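 active = mean growth activity at or below -80% and every replicate also at or below -80%; inconclusive = mean at or below -80% but some replicate above -80%; inactive = mean growth activity above -80%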;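 also: 0% = DMSO wells and -100% = levofloxacin 16 µg/mL wells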
# GASC1 inh = blocks human GASC-1 (KDM4C) demethylase activity; inhibition, % at 12.5 µM; AID 720574; GST-KDM4C 2-372, H3K9me3 peptide, LANCE TR-FRET; 96,000 tested, 0.15% active; Q9H3R0;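 active = mean replicate inhibition above about 25%, with at least 55% of replicates also reaching it, limit read from the data, passing the limit was not always enough; inconclusive = only one of those two conditions met; inactive = neither condition met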
# Target sequence (Q9H3R0 2-372 limits assumed): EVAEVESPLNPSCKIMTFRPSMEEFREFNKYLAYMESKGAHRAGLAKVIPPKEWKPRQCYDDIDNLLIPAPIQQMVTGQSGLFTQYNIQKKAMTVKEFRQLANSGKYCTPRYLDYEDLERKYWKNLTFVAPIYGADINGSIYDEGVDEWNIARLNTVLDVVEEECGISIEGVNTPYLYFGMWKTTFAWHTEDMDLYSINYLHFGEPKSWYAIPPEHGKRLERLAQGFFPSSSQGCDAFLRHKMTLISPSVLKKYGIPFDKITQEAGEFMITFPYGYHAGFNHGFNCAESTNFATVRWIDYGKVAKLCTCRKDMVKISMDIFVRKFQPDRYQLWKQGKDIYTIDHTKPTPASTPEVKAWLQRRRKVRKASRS
#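 Test system – GST-tagged GASC-1 (JMJD2C) catalytic fragment, aa 2-372 · Medium – HEPES buffer, pH 7.5, plus ascorbate · Reagent – H3K9me3 peptide with Fe(II)/2OG · Compound – one test concentration per compound · Timing – 30 min reaction, 60 min detection, RT · Technique – TR-FRET with Eu antibody and ULight streptavidin, EDTA stop · Read-out basis – inhibition from TR-FRET ratio decrease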
# Starred values were filed as active, the others as inactive; ? = inconclusive; . = not tested or not shown; & = joins results of further samples.
# Each structure is followed by: T cruzi growth, Pf Dd2 growth, C diff HTS, GASC1 inh
COc1ccccc1CN1[C@H](CO)[C@@H](c2ccccc2)C12CN(C(C)=O)C2
    ., -47, -6, 0.0
Cc1noc(C)c1NC(=O)N(C)C[C@H]1Oc2ncc(/C=C/c3ccccc3)cc2C(=O)N([C@H](C)CO)C[C@@H]1C
    ., -9, -3, 1.7
COc1ccccc1NC(=O)N1CC(=O)N2[C@H](CO)[C@@H](c3ccc(-c4ccc(C)cc4)cc3)[C@@H]2C1
    ., -24, 48, -0.7
C[C@@H]1CN([C@@H](C)CO)C(=O)c2cccc(NC(=O)c3ccc(-c4nccs4)cc3)c2O[C@@H]1CN(C)Cc1ccncc1
    ., -16, -3&-4, -0.8
Cc1nn(C)cc1NC(=O)C[C@@H]1CC[C@@H]2[C@H](COc3ccc(NC(=O)Nc4cccc(Cl)c4)cc3C(=O)N2C)O1
    52, -37, 4, -2.1
CO[C@@H]1CN(C)C(=O)c2ccc(NC(=O)Nc3cc(F)ccc3F)cc2OC[C@H](C)N(C(=O)c2ccccn2)C[C@@H]1C
    ., -26, ., 0.2
CNC[C@H]1OCCCC[C@@H](C)Oc2ccc(N(C)C)cc2C(=O)N([C@H](C)CO)C[C@H]1C
    32, 1, 0, -4.7
C[C@H](CO)N1C[C@H](C)[C@@H](CN(C)C(=O)c2cnccn2)Oc2ncc(-c3ccccc3F)cc2C1=O
    ., 16, -1, 1.0
COc1ccc2c3c([nH]c2c1)[C@H](CO)N(Cc1ccccc1OC)CC31CCN(C)CC1
    ., ?, 12, -0.8
C[C@@H]1CN([C@@H](C)CO)C(=O)c2cccc(NC(=O)c3cnccn3)c2O[C@@H]1CN(C)Cc1ccc(Cl)c(Cl)c1
    10, -58, 7, 0.8
COCC(=O)Nc1ccc2c(c1)C(=O)N(C)[C@H]1CC[C@H](CC(=O)NCC3CCCCC3)O[C@H]1CO2
    -24, 6, 19, 1.2
CO[C@@H]1CN(C)C(=O)c2ccc(NC(=O)c3ccc(F)cc3)cc2OC[C@@H](C)NC[C@@H]1C
    ., -12, -10, -0.5
C[C@@H]1CN([C@H](C)CO)C(=O)c2cc(NS(=O)(=O)c3cccs3)ccc2O[C@@H]1CN(C)Cc1ccc(-c2ccccc2)cc1
    93*, -1, 14, -1.3
COc1ccc2c3c(n(C)c2c1)[C@@H](CO)N(C(=O)C1CCCC1)CC31CCN(CC2CCCC2)CC1
    ., -43, 1, -0.2
CCCNC(=O)Nc1ccc2c(c1)OC[C@@H](C)N(C(=O)C1CCCCC1)C[C@@H](C)[C@@H](OC)CN(C)C2=O
    -4, ., ., 1.7
C[C@H]1CN([C@@H](C)CO)C(=O)c2cc(NC(=O)NC3CCCCC3)ccc2O[C@H]1CN(C)Cc1ccc2c(c1)OCO2
    ?, -2, -4, 0.7
C[C@@H]1CCCCO[C@H](CN(C)S(=O)(=O)c2ccc(F)cc2)[C@H](C)CN([C@@H](C)CO)C(=O)c2cc(N(C)C)ccc2O1
    78, ., -1, -0.7
COc1ccc(CN(C)C[C@@H]2Oc3ccc(NC(=O)Cc4cn(C)c5ccccc45)cc3CC(=O)N([C@@H](C)CO)C[C@@H]2C)cc1
    78, -51, -16, 1.7
CC(=O)N(C)C[C@H]1Oc2cc(C#CC(C)C)ccc2S(=O)(=O)N([C@@H](C)CO)C[C@H]1C
    16, -2, -2, 2.1
O=C(Cc1ccccn1)NCC[C@H]1CC[C@@H](NC(=O)CN2CCOCC2)[C@H](CO)O1
    ., 2, 1, 2.6
C/C=C/c1ccc([C@H]2[C@@H](CO)N3CCCCN(C(=O)Nc4ccccc4F)C[C@H]23)cc1
    97*, -27, 0, 0.4
CCC(=O)N1[C@@H](CO)[C@@H](c2ccccc2)C12CN(Cc1nccs1)C2
    ., -12, -6, -1.4
O=C(NC1CCCC1)[C@@H]1[C@@H](CO)[C@@H]2Cn3c(ccc(-c4cccnc4)c3=O)[C@H]1N2CC1CC1
    19, -1, -2, -1.3
Cc1noc(C)c1NC(=O)Nc1cccc2c1O[C@@H](CN(C)Cc1ccc3c(c1)OCO3)[C@@H](C)CN([C@H](C)CO)C2=O
    -17, 3, 1, -1.1
Cc1ccc(S(=O)(=O)N2C[C@@H](O)COC[C@H]3O[C@H](CC(=O)N[C@H]4CCN(Cc5ccccc5)C4)CC[C@@H]32)cc1
    88, -23, ., 0.4
COc1cccc(-c2ccc([C@@H]3[C@@H](CO)N4CCCCN(Cc5cncnc5)C[C@H]34)cc2)c1
    43, 11, -4, -0.9
COc1ccc(S(=O)(=O)N(C)C[C@@H]2Oc3ccc(NS(=O)(=O)c4ccc(C)cc4)cc3C(=O)N([C@H](C)CO)C[C@H]2C)cc1
    ., 24, 16, 0.3
C[C@H]1CN([C@@H](C)CO)C(=O)c2ccccc2-c2ccccc2CO[C@@H]1CN(C)S(=O)(=O)c1ccc(C#N)cc1
    6, -26, ., 0.1
C[C@@H]1CN([C@@H](C)CO)C(=O)c2cc(NC(=O)Nc3ccc(C(F)(F)F)cc3)ccc2O[C@@H](C)CCCCO[C@H]1CN(C)Cc1ccncc1
    82, -38, 13, 0.7
CO[C@@H]1CC[C@@H]2CCOc3c(C#N)cccc3C(=O)N(C)C[C@@H](C)C(=O)N(C)C[C@H]1O2
    26, 0, ., 0.5

# Going on with the list.
canonical_smiles	T cruzi growth	Pf Dd2 growth	C diff HTS	GASC1 inh
C[C@@H]1CN([C@@H](C)CO)C(=O)c2cccc(NC(=O)c3ccc(-c4nccs4)cc3)c2O[C@@H]1CN(C)Cc1ccc(Oc2ccccc2)cc1	16	-34	.	-1.9
O=C(NCC[C@@H]1CC[C@@H](NS(=O)(=O)c2cccc(Cl)c2)[C@H](CO)O1)c1cnccn1	59	-2	-6	-2.2
C[C@@H]1CN([C@@H](C)CO)C(=O)c2cccc(NC(=O)C3CC3)c2O[C@H]1CN(C)S(=O)(=O)c1cccs1	40	18	12	2.8
C[C@H]1CN([C@@H](C)CO)C(=O)c2cc(Br)cnc2O[C@H]1CN(C)CC1CCCC1	39	26	.	2.9
COc1ccc(S(=O)(=O)Nc2ccc3c(c2)C(=O)N([C@H](C)CO)C[C@H](C)[C@@H](CN(C)Cc2ccc(C(=O)O)cc2)OCCCC[C@H](C)O3)cc1	33	-8	-2	-0.7
CCCC#Cc1ccc2c(c1)O[C@@H](CN(C)Cc1cccnc1)[C@H](C)CN([C@@H](C)CO)S2(=O)=O	122*	-39	5	0.8
O=C(C[C@@H]1C=C[C@@H](NC(=O)Nc2ccccc2F)[C@H](CO)O1)NCc1ccc(-c2ccccc2)cc1	54	-30	.	-0.6
CCCNC(=O)N1CC(=O)N2[C@H](C1)[C@@H](c1ccc(-c3ccc(C)cc3)cc1)[C@@H]2CO	.	7	-5	-0.3
CC=Cc1ccc2n(c1=O)C[C@@H]1[C@@H](CO)[C@H](C(=O)N(C)C)[C@H]2N1S(=O)(=O)c1ccccc1C (mixture of isomers)	.	11	-3	-2.6
C[C@@H]1CN([C@@H](C)CO)C(=O)c2cc(NC(=O)CCC(F)(F)F)ccc2O[C@@H]1CN(C)Cc1ccc(C(=O)Nc2ccccc2N)cc1	-26	-70	.	0.5

# The list goes on (4 carried over from the part before).
canonical_smiles	T cruzi growth	Pf Dd2 growth	C diff HTS	GASC1 inh
O=C(C[C@@H]1C=C[C@@H](NC(=O)Nc2ccccc2F)[C@H](CO)O1)NCc1ccc(-c2ccccc2)cc1	54	-30	.	-0.6
CCCNC(=O)N1CC(=O)N2[C@H](C1)[C@@H](c1ccc(-c3ccc(C)cc3)cc1)[C@@H]2CO	.	7	-5	-0.3
CC=Cc1ccc2n(c1=O)C[C@@H]1[C@@H](CO)[C@H](C(=O)N(C)C)[C@H]2N1S(=O)(=O)c1ccccc1C (mixture of isomers)	.	11	-3	-2.6
C[C@@H]1CN([C@@H](C)CO)C(=O)c2cc(NC(=O)CCC(F)(F)F)ccc2O[C@@H]1CN(C)Cc1ccc(C(=O)Nc2ccccc2N)cc1	-26	-70	.	0.5
Cc1noc(C)c1S(=O)(=O)Nc1ccc2c(c1)CC(=O)N([C@H](C)CO)C[C@H](C)[C@@H](CN(C)S(=O)(=O)c1ccccc1)O2	21	-11	5	0.7
CC(C)NC(=O)N(C)C[C@H]1Oc2c(NC(=O)Nc3ccc(C(F)(F)F)cc3)cccc2C(=O)N([C@H](C)CO)C[C@H]1C	79	0	19	-2.0
C[C@@H]1CCCCO[C@@H](CN(C)Cc2ccccc2)[C@@H](C)CN([C@H](C)CO)C(=O)c2cc(NS(=O)(=O)c3cccs3)ccc2O1	.	13	.	0.4
Cc1cc(C(=O)Nc2cccc3c2O[C@@H](CN(C)Cc2ccc(Cl)c(Cl)c2)[C@H](C)CN([C@@H](C)CO)C3=O)n(C)n1	74	-52	5	20
O=C(Cc1ccccn1)N1CC(=O)N2[C@H](C1)[C@H](c1ccc(C#CC3CCCC3)cc1)[C@@H]2CO	.	-16	-2	1.2
COCC(=O)Nc1ccc2c(c1)OC[C@@H](C)N(Cc1cccc(F)c1)C[C@H](C)[C@H](OC)CN(C)C2=O	46	-29	.	1.9
Cc1ccc(S(=O)(=O)N(C)C[C@@H]2OCCCC[C@@H](C)Oc3ccc(NC(=O)Nc4ccccc4)cc3C(=O)N([C@H](C)CO)C[C@@H]2C)cc1	45	-86*	10	-1.2
COc1ccc(S(=O)(=O)Nc2cccc3c2O[C@@H](CN(C)C(=O)Nc2ccc4c(c2)OCO4)[C@@H](C)CN([C@H](C)CO)C3=O)cc1	2	0	-6	-0.1
O=C(Nc1ccc(Cl)cc1)N1C[C@@H]2[C@H](c3ccccc31)[C@H](CO)N2C(=O)c1ccccn1	-17	3	1	-0.1
C[C@H]1CN([C@@H](C)CO)C(=O)CCCn2nncc2CO[C@H]1CN(C)C(=O)Nc1ccc(C(F)(F)F)cc1	-23	12	.	0.5
O=C(NC1CCC1)[C@H]1[C@H](CO)[C@H]2Cn3c(ccc(-c4ccccc4)c3=O)[C@@H]1N2CC1CC1	35	0	1	-0.4
CC(C)C#Cc1cnc2c(c1)C(=O)N([C@H](C)CO)C[C@@H](C)[C@H](CN(C)C(=O)c1ccc3c(c1)OCO3)O2	53	-54	-2	0.3
CNC[C@@H]1Oc2ccc(NC(=O)Cn3cnnn3)cc2CC(=O)N([C@H](C)CO)C[C@H]1C	.	20	0	-0.2
CN(C)CC(=O)N1[C@@H](C#N)[C@H](c2ccc(C#CC3CC3)cc2)[C@@H]1CO	96*	0	0	-0.1
Cc1ccc(S(=O)(=O)N2CC[C@@H]3[C@H]2c2cc(C#Cc4cccnc4)ccc2N(C)[C@H]3CO)cc1	42	-52	-2	1.0
CO[C@@H]1CN(C)C(=O)c2cc(NC(=O)CC(F)(F)F)ccc2OC[C@H](C)NC[C@H]1C	.	4	-3	0.8
C[C@@H]1CN([C@H](C)CO)C(=O)c2cc(NS(=O)(=O)c3cn(C)cn3)ccc2O[C@@H](C)CCCCO[C@H]1CN(C)S(=O)(=O)c1cn(C)cn1	-40	49	-1	1.9
C[C@@H]1CN([C@@H](C)CO)C(=O)c2cc(-c3cccnc3)cnc2O[C@H]1CN(C)Cc1ccc(Oc2ccccc2)cc1	34	-46	-3	0.1
C[C@@H]1CN([C@H](C)CO)C(=O)c2cc(-c3ccc(C(=O)N(C)C)cc3)cnc2O[C@@H]1CN(C)C(=O)C1CC1	5	37	-3	5.3
C/C=C/c1ccc([C@H]2[C@@H](CNC(C)=O)N(C(=O)Cc3cccnc3)[C@H]2CO)cc1	9	1	-1	-2.2
COc1cccc(S(=O)(=O)N(C)C[C@@H]2Oc3ncc(C#Cc4cccc(F)c4)cc3C(=O)N([C@H](C)CO)C[C@@H]2C)c1	110*	-66	-1	-0.8
COC(=O)C[C@H]1CC[C@@H]2[C@H](COC[C@H](O)CN2S(=O)(=O)c2ccccc2OC)O1	-18	.	1&-11	-4.1
C[C@H](CO)N1C[C@H](C)[C@@H](CN(C)Cc2ccc3c(c2)OCO3)Oc2ccc(NC(=O)CCC(F)(F)F)cc2CC1=O	89	-5	2	0.8
C[C@H]1CN([C@@H](C)CO)C(=O)c2cc(NC(=O)Nc3ccc(F)cc3)ccc2O[C@@H]1CN(C)S(=O)(=O)c1ccc(Cl)cc1	2	-8	0	-1.5
Cc1noc(C)c1NC(=O)Nc1ccc2c(c1)C(=O)N([C@H](C)CO)C[C@@H](C)[C@@H](CN(C)S(=O)(=O)c1ccc(F)cc1)O2	13	23	-4	4.9
COc1ccc(S(=O)(=O)Nc2ccc3c(c2)C(=O)N([C@H](C)CO)C[C@@H](C)[C@H](CN(C)Cc2ccc(-c4ccccc4)cc2)O3)cc1	47	31	14	-2.6
COc1ccc(S(=O)(=O)N(C)C[C@@H]2Oc3ccc(NC(=O)Nc4ccccc4)cc3CC(=O)N([C@@H](C)CO)C[C@@H]2C)cc1	11	-56	0	3.4
